TbPYK inhibitor: qHTS of Trypanosoma Brucei Inhibitors. pyruvate kinase (Trypanosoma brucei), Q57TT1. TbPYK enzyme, Kinase-Glo Plus ATP luminescence, 45 min. Potency, µM (top dose mostly 76.8 µM), for the others: top-dose activity, negative = inhibition, most hits filed as inhibitors. hit rate 0.12% among 410,000; active means well fitted inhibition curve with a large enough effect; inconclusive means small, poorly fitted or top-dose-only effect; further: nearly all actives have a fitted effect of over 50% in size
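Quantitative HTS: titrated library compounds versus trypanosomal pyruvate kinase in TEA buffer (pH 7.2) containing KCl, MgCl2, BSA and Tween-20. Reactions were initiated with ADP, 130 uM final. Kinase-Glo Plus luminescence was read after 45 min at RT.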
* marks the source's active call; other numbers are inactive results; ? = inconclusive; & = joins results of further samples; [ ] = dose if it differs, or a comment. On the % scale 0 is the no-effect control and ±100 the full control effect; potency means the concentration at half of the fitted maximal effect. A portion of the library; rates above refer to the full screens.

SMILES	TbPYK inhibitor
CC(=O)Nc1ccc(N2CCOCC2)c(S(=O)(=O)Nc2ccccc2Cl)c1	-10%
CCC/C=C/c1ccc(CN2C(C(C)C)C(=O)N(Cc3cn(CCC4OCCCO4)nn3)CCS2(=O)=O)cc1 (stereo unspecified)	2%
Cc1noc(C)c1C(=O)N1CCC2(CCCN(Cc3ccccc3)C2)CC1	0%
COc1cccc(-c2cnc3c(NC(C)=O)cc(-c4ccccc4OC)cn23)c1	-1%
CC1(C(=O)NS(=O)(=O)c2ccc3ccccc3c2)CCN1C(=O)C1(c2ccc(Cl)cc2)CCC1 (stereo unspecified)	1%
Cc1cc(C)n2c(NC3CCCC3)c(-c3cccnc3)nc2n1	-4%
O=C(Nc1cccc(F)c1)N1CC2(CCN(C(=O)c3csnn3)CC2)C1	0%
COc1ccccc1C(=O)Nc1nnc([C@@H]2C[C@H](O)[C@@H](CO)O2)s1	4%
O=C(N/C(=C/c1cccc(Br)c1)C(=O)N1CCCCC1)c1ccco1	0%
Cc1cc(Br)cn2c(Cc3ccsc3)c(-c3ccccc3)nc12	0%
CCCCNc1c(-c2cccc(OC)c2)nc2nc(C)cc(C)n12	3%
Oc1ccc2sc(-c3ccccc3O)c(-c3ccc(OCCN4CCCCC4)cc3)c2c1	0%
CCOC(=O)CNC(=O)N(C)[C@H]1C[C@H]2c3[nH]c4ccccc4c3CCN2C[C@H]1[C@H](C)O	2%
CC(C)(C)c1ccc(CC(=O)N2CCC2(C)C(=O)Nc2ccc3[nH]ncc3c2)cc1 (stereo unspecified)	-6%
CCOC(=O)C1CCCN(C(=O)c2cc(C#N)cs2)CC1 (stereo unspecified)	-3%
O=C(c1cnccn1)N1CCC2(CCN(Cc3ccncc3)CC2)CC1	1%
COc1ccc(C(C)=O)cc1CN1C(=O)C(C)ON=C1c1cccc(C(F)(F)F)c1 (stereo unspecified)	0%
O=C1OCCOC2CCCc3oc(C4=CCCCC4)c1c32 (stereo unspecified)	-5%
CCOC(=O)N1CCN(S(=O)(=O)N2CCCC(C(=O)NCc3ccc(C)cc3)C2)CC1 (stereo unspecified)	-3%
Cc1cccc(C)c1-n1nnnc1C(c1cccc2ccccc12)N1CCC2(CC1)C(=O)NCN2c1ccccc1 (stereo unspecified)	-3%
CC1C(c2ccccc2)OCCN1C=NC#N (stereo unspecified)	0%
CC(C)Oc1cc(F)ccc1-c1cc(C(=O)Nc2cccc(Cl)c2)[nH]n1	4%
Cc1cc(F)ccc1C(O)c1ncc(-c2ccccc2Cl)[nH]1 (stereo unspecified)	-1%
O=C(Nc1ccc(F)cc1)N1Cc2ccccc2-n2nncc2C1	-2%
Cn1c(=O)c2cc(NC(=O)NCCc3cccs3)ccc2n1Cc1ccccc1	-1%
CC1(c2nnnn2-c2ccc3c(c2)OCCO3)CCC(=O)N1Cc1cccc(C(F)(F)F)c1 (stereo unspecified)	2%
CC1(C)CC2(OC2c2ccccc2[N+](=O)[O-])C(=O)c2ccccc21 (stereo unspecified)	-2%
COP(=S)(OC)Oc1ccc(S(N)(=O)=O)cc1	-6%
O=C(Nc1ccc(Cl)cc1)c1csc([C@@H]2O[C@H](CO)[C@@H](O)[C@H]2O)n1	1%
C1CCN(CCC2CCCCN2)CC1 (stereo unspecified)	-8%
O=C(Nc1ccc2c(c1)OCCO2)C(CCc1ccccc1)N(Cc1ccccc1)Cc1ccccc1 (stereo unspecified)	3%
O=C1CCCN1CCCNc1nc(NCc2ccccc2)nc2ccsc12	-12%
CCOc1ccc2nc(S(=O)(=O)NC(=O)C3(C)CCN3C(=O)c3cccc(F)c3)sc2c1 (stereo unspecified)	1%
Cc1ccc(C(c2c(NC(=O)c3ccco3)sc(C)c2C)N2CCOCC2)cc1 (stereo unspecified)	0%
O=C1NC(=O)C2C3OC(C(Br)C3Br)C12 (stereo unspecified)	-9%
COc1ccc(S(=O)(=O)N2CCN(C(=O)c3cccc(S(=O)(=O)N4CCCC4)c3)CC2)cc1	0%
CC[C@@H]1Cc2[nH][nH]c(=O)c2[C@H](CC(C)C)O1	-6%
COc1cccc(S(=O)(=O)N(C)C[C@@H]2OCc3cn(nn3)CCCC(=O)N([C@H](C)CO)C[C@H]2C)c1	3%
CC(=O)c1ccc(Nc2ncnc3ccc(Br)cc23)cc1	1%
COc1ccc(NC(=O)N(C)C[C@@H]2Oc3cc(C#CCN(C)C)ccc3S(=O)(=O)N([C@H](C)CO)C[C@H]2C)cc1	-11%

Random excerpt: five compounds from above.
SMILES	TbPYK inhibitor
O=C(Nc1ccc2c(c1)OCCO2)C(CCc1ccccc1)N(Cc1ccccc1)Cc1ccccc1 (stereo unspecified)	3%
CCOc1ccc2nc(S(=O)(=O)NC(=O)C3(C)CCN3C(=O)c3cccc(F)c3)sc2c1 (stereo unspecified)	1%
CC(C)Oc1cc(F)ccc1-c1cc(C(=O)Nc2cccc(Cl)c2)[nH]n1	4%
COP(=S)(OC)Oc1ccc(S(N)(=O)=O)cc1	-6%
CC[C@@H]1Cc2[nH][nH]c(=O)c2[C@H](CC(C)C)O1	-6%

A different layout for some results above.
> Oc1ccc2sc(-c3ccccc3O)c(-c3ccc(OCCN4CCCCC4)cc3)c2c1
  TbPYK inhibitor: 0%
> C1CCN(CCC2CCCCN2)CC1 (stereo unspecified)
  TbPYK inhibitor: -8%

Later entries
SMILES	TbPYK inhibitor
O=C(NC(c1ccccc1)c1cnccn1)C1CCN(Cc2ccc(Cl)c(Cl)c2)CC1 (stereo unspecified)	2%
CC1C(=O)N(Cc2cn(CCC3OCCCO3)nn2)CCS(=O)(=O)N1Cc1ccc(-c2ccc(F)nc2)cc1 (stereo unspecified)	6%
Cc1c(C(=O)NCc2ccc(Cl)c(Cl)c2)sc(=O)n1Cc1ccccc1F	3%
COc1ccc(C2CC=C(C(C)=O)CN2S(=O)(=O)c2ccc(Cl)cc2)cc1 (stereo unspecified)	-2%&1%
C[C@H]1Cn2cnc(C(=O)Nc3ccc(CNC(=O)OC(C)(C)C)cc3)c2C(=O)N1	2%
COc1ccc(-n2nc3ccc(N)cc3n2)cc1	-3%
CCc1cc(OC)c(C[C@H](C)N)cc1OC	-7%[157 µM]
CC(C)CNC(=O)C1(C)CCCCCN1C(=O)c1cc2ccccc2s1 (stereo unspecified)	3%
CCc1nc2c(OCC=C(C)C)cccn2c1N(C)C(=O)c1ccccc1F	-6%
CN(C)Cc1ncccc1Oc1nc2cc(-c3cccc(Cl)c3)sc2c(=O)n1C	-3%
Cc1cccc(C)c1Nc1cn[nH]c1	-4%
CN1CCN(c2ncnc3c2ncn3[C@H]2CN(C)C[C@@H](CO)O2)CC1	-2%
CC(C)OC(=O)N(C)C[C@H]1OCc2cnnn2CCCC(=O)N([C@@H](C)CO)C[C@H]1C	7%
C[C@@H]1CN([C@H](C)CO)C(=O)c2cc(Br)cnc2O[C@H]1CN(C)C(=O)CC1CC1	2%
O=C(Nc1nnc([C@H]2C[C@H](O)[C@@H](CO)O2)s1)C(c1ccccc1)c1ccccc1	-3%
CCC(O)c1cnc(OCc2ccccc2)nc1OCc1ccccc1 (stereo unspecified)	5%
COc1cccc(Cn2c(=O)c(-c3cccs3)nc3cnc(N4CCN(C)CC4)nc32)c1	-4%
COc1cc2c(cc1CNC[C@H]1O[C@@H](n3ccc(N)nc3=O)[C@H](O)[C@@H]1O)OCO2	-12%
CC1CCN(C(=O)c2[nH]c(C(F)(F)F)nc2-c2ccccc2)CC1	-1%
C[C@H]1CN(c2ccccc2)C(=O)[C@@H]1CC(=O)Nc1ccccc1	-11%
CCc1nc2c(OCc3ccc(OC)cc3)cccn2c1N(C)C(=O)C(C)C	1%
O=C(Nc1ccc2c(c1)OCO2)c1ccc2nc([C@@H]3O[C@H](CO)[C@H](O)[C@H](O)[C@H]3O)[nH]c2c1	1%
COC(=O)[C@@]1(Sc2ccc(C)cc2)CC(=O)N(C(=O)/C=C/c2ccccc2)[C@@H]1c1ccccc1	-10%
CCc1nc2ccc(C(=O)N3CCN(S(=O)(=O)CC)CC3)cn2c1N(C)Cc1cccs1	-6%
O=C(Nc1cccc(F)c1)N1CCCC2(CCN(C(=O)c3cccc(F)c3)CC2)C1	0%
COCC(=O)N1CCC[C@@]2(CCN(c3ccccn3)C2)C1	0%
CCOc1ccc(CCN2C(=S)N([C@@H](CC(C)C)CN3CCC[C@@H]3CN3C(=S)NC[C@@H]3Cc3ccc(O)cc3)C[C@@H]2CC(C)C)cc1	2%
CN1CC(O)(C(O)C(O)C(O)CO)SC1=S (stereo unspecified)	-33%
COc1ccc(CNC(=O)C2CCCN2C(=O)Nc2cccc(Cl)c2)cc1 (stereo unspecified)	-1%
COC(=O)C1=C(C)NC(C)=C(C(=O)OCC(C)=O)C1c1ccccc1[N+](=O)[O-] (stereo unspecified)	?
CCOC(=O)C1=CCN(S(=O)(=O)c2ccccc2C)C1c1cccc(F)c1 (stereo unspecified)	3%
COc1ccccc1CN1CCC2(CC1)CCN(C(=O)c1cccn1C)CC2	2%
CC(Sc1ccc(S(=O)(=O)N2CCCCC2)cn1)C(N)=O (stereo unspecified)	-2%
COc1ccc(Cn2cc(CN3CCc4onc(-c5ccccc5OC)c4C3=O)nn2)cc1	0%
OC(c1ccccc1)c1nc(-c2ccccc2)cs1 (stereo unspecified)	2%
CCCCc1c(-c2ccc(F)cc2F)ncn1CCc1ccccc1OC	-6%
CCOC(=O)[C@]12Cc3cc(OC)ccc3[C@H]1N(C(C)C)C(=O)c1ccccc12	-27%
CCNC(=O)C1(C)CCCN(C(=O)c2cc3ccccc3s2)C1 (stereo unspecified)	0%
CCOC(=O)C1(COCc2ccccc2)CCCCC1=O (stereo unspecified)	-2%
CCOc1ccc(C2C3=C(CC(C)(C)CC3=O)N(CCCOC)C3=C2C(=O)CC(C)(C)C3)cc1OC	1%
O=C(Oc1ccccc1)N1CCC2(CCCN(Cc3nccs3)C2)CC1	0%
COc1ccc(C=C(C(=O)c2ccccc2)c2ccccc2)cc1	-3%
NC(CCc1ccccc1)c1csc(Nc2ccc(C(=O)NCCCO)cn2)n1 (stereo unspecified)	0%
O=C(c1ccc(CS(=O)c2ccccc2Cl)o1)N1CCN(C2CCCCC2)CC1 (stereo unspecified)	4%
CC1(C)CC(=Cc2ccccc2[N+](=O)[O-])C(=O)c2ccccc21	2%
O=C(O)CNc1nc(NCc2ccc(Cl)cc2)ccc1[N+](=O)[O-]	-1%
CCCc1c(-c2cccc(Cl)c2)ncn1CCc1ccccc1OC	-1%
Cc1cccc(CN2CCN(C3CN(Cc4ccc(F)cc4)S(=O)(=O)C3)CC2)c1 (stereo unspecified)	-4%
CCCc1nc2c(C)cc(Br)cn2c1Cc1ccc(OC)cc1C	-5%
C[C@@H]1CN([C@H](C)CO)C(=O)CCCn2cc(nn2)CO[C@H]1CN(C)S(=O)(=O)c1cccc(C#N)c1	9%
O=C(c1ccc(Cl)cc1)N1CCN(c2ccc(N3CCOCC3)nn2)CC1	8%
CSCCNC(=O)C1(C)CCN1C(=O)c1sccc1C (stereo unspecified)	3%
CC1(c2ccccc2)NC(=O)N(CC(=O)N2CCc3ccccc32)C1=O (stereo unspecified)	-8%
CCOC(=O)C1=CCN(S(=O)(=O)c2ccccc2Cl)C1c1cccc(C)c1 (stereo unspecified)	2%
CC1=C(C(=O)N(C)C)CC(CC(=O)NCc2cccs2)C(=O)N1CCCN1CCCC1=O (stereo unspecified)	-1%
c1ccc(Cc2c(-c3ccccc3)nc3c4ccccc4ccn23)cc1	3%
OC(c1ccc(F)cc1)c1nc(-c2cccc(C(F)(F)F)c2)cs1 (stereo unspecified)	-5%
N#Cc1cccc(NC(=O)c2cc(C3CCCCN3C(=O)c3ccc4c(c3)CCO4)on2)c1 (stereo unspecified)	-2%
CC1(C(=O)NS(=O)(=O)c2cccc(F)c2)CCN1C(=O)C1(c2ccc(Cl)cc2)CCC1 (stereo unspecified)	4%
CCCc1nc2ccc(C)cn2c1Cc1ccccc1C(F)(F)F	-1%
Next records:
SMILES	TbPYK inhibitor
CC1(C(=O)NS(=O)(=O)c2cccc(Cl)c2)CCN1C(=O)C1CCCCC1 (stereo unspecified)	-6%
CN(CCCn1ccc(NC(=O)OCc2ccccc2)nc1=O)Cc1ccco1	-3%
COc1ccc(C(O)c2nc(-c3cccc4cccnc34)cs2)cc1 (stereo unspecified)	5%
CCOC(=O)C1=C(C)N=c2sc(=Cc3ccc(OCC(=O)O)cc3)c(=O)n2C1c1ccc(Cl)cc1 (stereo unspecified)	-18%
O=c1oc2cc(O)ccc2cc1-c1nc2ccccc2o1	-6%
C[C@H](CO)N1C[C@H](C)[C@@H](CN(C)C(=O)Nc2ccc(C(C)(C)C)cc2)OCc2cnnn2CCCC1=O	-2%
CCCCCCN1CCN(C2CN(Cc3cn(Cc4cc(C)cc(C)c4)nn3)S(=O)(=O)C2)CC1 (stereo unspecified)	-1%

Arranged by length of the SMILES (lowest first): some entries from above
SMILES	TbPYK inhibitor
CCCc1nc2ccc(C)cn2c1Cc1ccccc1C(F)(F)F	-1%
COCC(=O)N1CCC[C@@]2(CCN(c3ccccn3)C2)C1	0%
Cc1cc(Br)cn2c(Cc3ccsc3)c(-c3ccccc3)nc12	0%
CCOC(=O)C1=CCN(S(=O)(=O)c2ccccc2C)C1c1cccc(F)c1 (stereo unspecified)	3%
CC(C)OC(=O)N(C)C[C@H]1OCc2cnnn2CCCC(=O)N([C@@H](C)CO)C[C@H]1C	7%
COc1cccc(S(=O)(=O)N(C)C[C@@H]2OCc3cn(nn3)CCCC(=O)N([C@H](C)CO)C[C@H]2C)c1	3%

Assay outcomes: PubChem BioAssay, National Center for Advancing Translational Sciences (NCATS)
